# Vif-APOBEC3F blk: inhibitors of Vif-A3F interaction; HeLa A3F-eYFP + Vif (tagged APOBEC3F with the HIV-1 protein that degrades it), YFP fluorescence increase; Potency, µM (series often up to 46.1 µM), for the others: at the highest dose activity, negative = active; actives 0.2% (n = 390,000); AID 602313; further: potency means the concentration at half of the fitted maximal effect; % of control where 0% means no effect; nearly all actives have a fitted effect of over 65% in size
#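 HeLa cells stably expressing Vif plus C-terminally eYFP-tagged A3F were seeded, incubated overnight at 37 deg C, dosed with compound, incubated overnight again at 37 deg C. Yellow fluorescence (Ex 488/Em 500-530) reported blocked Vif-mediated A3F-eYFP degradation.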
# RGS4 inh: blocks human RGS4-accelerated GTP hydrolysis. P49798. Transcreener GDP fluorescence polarization, RGS4-accelerated GTP hydrolysis. Potency, µM (titrated, usually from 114 µM), without a hit: at the top dose activity change, negative = inhibition, most hits filed as inhibitors. actives 0.039% (n = 390,000). AID 504845; further: potency means the concentration at half of the fitted maximal effect; on the % scale 0 is the no-effect control and ±100 the full control effect; nearly all actives have a fitted effect of over 75% in size; some results filed as inactive show a strong effect at the top dose
#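 MLSMR compounds (23 nl, pin-transferred) preincubated 10 min at room temperature with a 500nM (2x) first reagent, then RGS4 at 900nM (2x) plus Transcreener GDP mix added; fluorescence polarization (620/688 nm) read before and after 90 min at 30 °C.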
# LDHA block: blocks human lactate dehydrogenase A | AID 1347041 | purified LDHA, NADH/diaphorase-resazurin fluorescence; active compounds read low | actives 0.15% (n = 480,000) | activity change, % (values are at about 110 or 230 µM); in the data active means activity change below about -30%; inconclusive means mostly about -25% to -30%;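 further: plate controls were DMSO wells for no effect and wells without enzyme for full effect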
#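 Enzyme activity of human lactate dehydrogenase 5 (2 nM; 0.06 mM NADH, 0.2 mM pyruvate, 5 min, RT) is measured via a resazurin/diaphorase fluorescence readout of residual NADH.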
# Vif-APOBEC3G blk: blocks the Vif interaction with human APOBEC3G; Q9HC16; HeLa A3G-eYFP + Vif (tagged APOBEC3G with the HIV-1 protein that degrades it), YFP fluorescence, overnight; Potency, µM (titrated, usually from 46.1 µM), without a hit: top-dose activity, negative = active, actives largely listed as inhibitors; actives 0.076% (n = 410,000); AID 602310;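 further: potency means the concentration at half of the fitted maximal effect; on the % scale 0 is the no-effect control and ±100 the full control effect; nearly all actives have a fitted effect of over 60% in size; hits raise eYFP signal because A3G escapes Vif-driven loss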
#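 Read-out is eYFP fluorescence (Ex 488/Em 500-530) from Vif-expressing HeLa A3G-eYFP cells; more signal means A3G escaped Vif-mediated degradation. Cells plated overnight, compound pinned in, incubated overnight at 37 deg C.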
# D2 antag: antagonizes the human D2 dopamine receptor; HEK293 TREx D2 cells, calcium flux, dopamine EC80; inhibition, % at 10 µM; actives 2% (n = 340,000); AID 485344; in the data active means inhibition above about 30%; further: 0% is about no effect
#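 Tetracycline-induced HEK293 T-REx cells expressing D2 force-coupled to calcium signalling were dye-loaded, exposed to compound for 180 s, then challenged with an EC80 of dopamine; calcium flux was followed kinetically for a further 180 s.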
# ERG-DNA inh: blocks human ERG Ets domain binding to DNA | Potency, µM (series often up to 76.9 µM), for the others: at the top dose FP activity, negative = inhibition, actives largely listed as inhibitors | P11308 | fluorescence polarization, His-ERG Ets domain / labelled DNA | actives 0.028% (n = 370,000); active means well fitted inhibition curve with a large enough effect in the polarisation, with a control signal flat; inconclusive means small, poorly fitted or top-dose-only effect, or effect the other way, or a change in a side signal; inactive means no such curve, though single readings can be large or run the other way; the % refers to the polarisation;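 further: polarization taken with two DNA probes labelled with fluorescein and Texas red; potency means the concentration at half of the fitted maximal effect; % of control where 0% means no effect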
# Target sequence (P11308 whole entry, looked up, the tested form may be a part): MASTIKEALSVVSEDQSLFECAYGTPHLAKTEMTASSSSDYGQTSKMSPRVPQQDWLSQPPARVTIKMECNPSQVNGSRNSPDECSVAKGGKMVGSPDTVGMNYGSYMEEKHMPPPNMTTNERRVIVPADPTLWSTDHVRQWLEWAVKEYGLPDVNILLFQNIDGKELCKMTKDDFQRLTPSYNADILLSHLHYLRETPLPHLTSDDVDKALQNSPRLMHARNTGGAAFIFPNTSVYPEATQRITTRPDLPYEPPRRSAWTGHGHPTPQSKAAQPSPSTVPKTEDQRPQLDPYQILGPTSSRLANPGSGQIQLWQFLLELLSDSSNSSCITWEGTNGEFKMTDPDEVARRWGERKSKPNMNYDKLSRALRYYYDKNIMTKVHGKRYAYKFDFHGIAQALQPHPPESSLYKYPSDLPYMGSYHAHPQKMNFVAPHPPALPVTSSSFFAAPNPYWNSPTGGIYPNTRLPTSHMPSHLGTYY
#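 His-tagged ERG Ets domain (1 uM in the protein solution; 300mM KCl, 50mM Tris-HCl, 1mM EDTA, 1mM DTT, pH 7.5) received compound, then a probe mix of 5 nM fluorescein-DNA and 100nM Texas-615-DNA. Fluorescence polarization was read for both dyes.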
# GRP78 ERSR act: inducers of ER stress response in human glioma cells; U87-MG GRP78 promoter luciferase reporter, 16 h; Potency, µM, without a hit: at the highest dose activation, hits mostly activators; actives 0.02% (n = 420,000); further: potency means the concentration at half of the fitted maximal effect; series mostly up to about 76 µM; % of control where 0% means no effect; nearly all actives have a fitted effect of over 35% in size
#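 ERSR induction read as luciferase luminescence (Bright-Glo, 10 min at room temperature) in stably transfected human U87-MG glioma cells exposed to compounds for 16 h, using GRP78 as sensor.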
# ALOX12 inh: inhibitors of human 12S-lipoxygenase ALOX12; purified 12hLO, xylenol orange hydroperoxide absorbance; Potency, µM (titrated, usually from 108 µM), inactives show top-dose activity change, negative = inhibition, hits mostly inhibitors; actives 1.1% (n = 580,000); AID 1671190; further: potency means the concentration at half of the fitted maximal effect; on the % scale 0 is the no-effect control and ±100 the full control effect
# Target sequence (P18054 whole entry, looked up): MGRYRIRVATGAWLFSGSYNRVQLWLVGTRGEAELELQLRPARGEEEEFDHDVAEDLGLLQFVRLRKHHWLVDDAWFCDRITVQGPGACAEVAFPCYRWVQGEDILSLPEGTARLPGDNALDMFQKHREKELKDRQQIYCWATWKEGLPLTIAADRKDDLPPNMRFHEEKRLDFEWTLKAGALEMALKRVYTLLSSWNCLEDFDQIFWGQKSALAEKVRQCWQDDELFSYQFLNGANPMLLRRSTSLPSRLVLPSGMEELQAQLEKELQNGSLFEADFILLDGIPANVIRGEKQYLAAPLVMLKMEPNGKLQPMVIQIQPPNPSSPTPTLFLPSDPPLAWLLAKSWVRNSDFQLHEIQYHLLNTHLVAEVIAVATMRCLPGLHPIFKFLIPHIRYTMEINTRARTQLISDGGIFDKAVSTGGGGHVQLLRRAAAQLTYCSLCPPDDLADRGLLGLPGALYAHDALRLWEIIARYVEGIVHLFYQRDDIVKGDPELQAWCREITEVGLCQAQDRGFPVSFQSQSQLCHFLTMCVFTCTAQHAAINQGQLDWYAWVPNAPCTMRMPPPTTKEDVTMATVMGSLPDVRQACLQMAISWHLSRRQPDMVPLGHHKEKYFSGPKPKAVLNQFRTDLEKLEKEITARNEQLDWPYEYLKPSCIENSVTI
#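 Purified human 12hLO (150 nM final) in 25 mM Hepes, 0.01% Triton X-100, pH 7.0 was preincubated 15 min at room temperature with compound. Then 40 uM arachidonic acid was added, 30 min. Hydroperoxide was read by Fe-XO absorbance ratio 573/405 nm.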
# D2 agonist: agonists of human D2 dopamine receptor; activation, % at 2 µM; actives 0.53% (n = 340,000); P14416; HEK293 T-REx D2 cells, calcium flux agonist mode;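 active means activation over 3 SD above normal in the single-dose calcium agonist read, cut at about 30% in these data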; further: 0% is about no effect
#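 HEK293 Trex D2 cells, tetracycline-induced, o/n 30 C 5% CO2; no-wash Ca dye, RT 30–90 min; 10-cycle baseline, 23 nl cpd added, kinetic Ca read 180 s; agonist hits = positive Ca response.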
# Numbers without * were called inactive; i = inactive; u = inconclusive; x = no result given; & = joins results of further samples; [ ] = another dose, or the depositor's remark. Unless noted, the call rests on the fitted dose curve; in most records, active means well fitted curve in the direction sought with a large enough effect; inconclusive means small, poorly fitted or top-dose-only effect, or another doubt; inactive means no such curve, though single readings can be large; an effect the other way counts as inactive or inconclusive. This is a subset; rates above refer to the full screens.
SMILES,Vif-APOBEC3F blk,RGS4 inh,LDHA block,Vif-APOBEC3G blk,D2 antag,ERG-DNA inh,GRP78 ERSR act,ALOX12 inh,D2 agonist
COc1cccc(OCC(=O)Nc2ccncc2)c1,-7.6%,15.5%,-0.7,1.3%,-1.6,3.6%,-3.2%,-3.1%,1.0
NC(=O)CSc1nnc(Cn2c(=O)sc3ccccc32)n1-c1cccc(Cl)c1,11.5%,19.4%,-11.4,1.1%,10.1,8.2%,-4.8%,-11.1%,-0.3
CCc1ccccc1NC(=O)c1cc(-c2ccc3c(c2)OCO3)on1,0.3%&-9.1%,-14.2%&-33.4%,2.1&3.5,0.2%&2.8%,15.9,9.0%&-0.7%,0.6%&2.1%,-8.7%&-8.1%,1.0&0.5
Cc1ccc(S(=O)(=O)N2C[C@H]3[C@H]4C(=O)N(Cc5ccccc5)C(=O)[C@H]4CC(=O)[C@H]3[C@@H]2c2ccccc2Cl)cc1,x,x,-5.3,-1.8%,x,x,-2.7%,-8.2%,x
CCC(C(=O)Nc1ccc2c(c1)OCCO2)n1c(=O)[nH]c2ccccc2c1=O (stereo not drawn),-0.2%,3.7%,2.3,-4.0%,-6.9,0.5%,-13.4%,-12.6%,0.1
Cc1ccc(C(=O)NNC(=O)c2n[nH]c(=O)c3ccccc23)cc1C,-6.2%,-11.0%,2.0,0.1%,1.4,-2.9%,-1.4%,471.4%[activator],0.1
O=C(NCc1ccccn1)C12CC3CC(CC(C3)C1)C2,-11.6%,-2.6%,-2.6,-2.0%,7.8,10.6%,-1.0%,3.8%,-0.3
COc1ccc(CNC(=O)CCc2cn(Cc3cc(C)ccc3C)c3ccccc23)cc1OC,7.1%,6.5%,1.7,6.0%,x,3.0%,-4.3%,-20.5%,0.4
CCOC(=O)Cc1nnc(Nc2cc(C)ccc2C)c2ccccc12,5.0%,10.7%,-5.8,-9.6%,-6.8,-13.3%,-5.3%,-0.5%,-2.0
CC(C)CNC(=S)N1CCC(C(=O)c2ccc(Cl)cc2)CC1,-5.0%,x,0.9,0.7%,x,x,-4.3%,u,x
CCOC(=O)c1c(C)[nH]c(C)c1C(=O)COC(=O)C1CCCN1S(=O)(=O)c1ccccc1F (stereo not drawn),7.9%,18.6%,-1.6,-2.0%,-55.6,-14.1%,-4.4%,33.8%[activator],0.9
O=C(NCc1cccnc1)NC1CCCN1S(=O)(=O)c1ccc(Cl)cc1 (stereo not drawn),x,-12.6%,-2.7,-2.2%,2.0,-2.1%,-8.3%,4.9%,0.7
CC1CCC(NC(=O)c2ccc3snnc3c2)CC1 (stereo not drawn),-3.1%,7.3%,-8.0,-2.6%,-0.7,0.3%,5.8%,13.4%,0.8
O=C(Nc1cccc(F)c1)Nc1ccnn1C1CCN(C(=O)c2cscn2)CC1,0.4%,17.1%,-13.1,1.6%,-6.2,9.4%,3.6%,-5.5%,0.9
Cc1ccc(NCc2nnc(SCC(=O)Nc3cc(C)on3)n2C)cc1,-16.1%,-37.9%,-3.8,0.6%,4.4,6.5%,-1.2%,i,-0.3
COC(=O)C1(CCSC)NC(c2ccc(O)cc2)C2C(=O)N(c3ccc(F)cc3)C(=O)C21 (stereo not drawn),-10.9%,-7.8%,-0.2,-0.7%,6.1,0.7%,-1.9%,-1.1%,1.1
O=C(NC1CCCCCC1)c1ccccc1-c1ccccc1,-0.8%,-0.3%,-2.9,-0.1%,-1.2,0.6%,-3.0%,4.6%,-0.6
Cc1ccc(C(NC(=O)N2CCCC2)C(Cl)(Cl)Cl)cc1F (stereo not drawn),2.7%,-17.7%,-2.7,1.6%,21.9,-2.8%,-0.3%,3.8%,0.9
COc1ccccc1CC(=O)Nc1ccc2nc(C)sc2c1,-5.9%,-8.1%,-3.9,-2.6%,0.4,-5.5%,2.6%,-15.7%,-0.6
CSc1cccc(NC(=O)C(C)NS(=O)(=O)c2ccc(F)cc2)c1 (stereo not drawn),-13.4%,-28.1%,-3.9,-0.9%,14.9,-10.2%,0.3%,-0.1%,-1.0
CCN=C(Nc1ccc(Cl)cc1)c1cccnc1,0.0%,23.3%,-9.6,-4.2%,x,-10.0%,-2.7%,-2.9%,x
CCCn1c(N)cc(=O)n(CCC)c1=O,4.7%,-3.9%,0.0,-0.2%,-11.8,-7.5%,-1.4%,0.0%,0.7
CCOC(=O)c1sc(NC(=O)c2c(OC)cccc2OC)nc1C,-6.4%,8.7%,-8.3,-10.3%,-6.0,-2.0%,2.6%,149.6%[activator],-0.5
O=C(CN1CCC(C(=O)c2ccc3c(c2)OCCO3)CC1)Nc1ccccc1F,1.6%,-8.0%,2.5,-12.1%,-3.9,6.3%,-3.4%,12.5%,0.2
O=C1c2ccccc2S(=O)(=O)N1CC1CC(c2ccccc2Cl)=NO1 (stereo not drawn),-0.1%,17.6%,-9.9,-6.3%,5.3,x,4.8%,-20.0%,x
CC1(C)Cc2c(sc3nc(SCC(=O)NCc4ccco4)n(-c4ccccc4)c(=O)c23)CS1,-5.2%,7.7%,-2.2,0.8%,30.4*,-1.5%,-2.7%,-36.7%,0.7
COc1ccccc1NS(=O)(=O)c1cc(NC(=S)NCCN2CCOCC2)ccc1N1CCOCC1,-2.3%,u,0.7,-1.3%,0.4,7.1%,-0.8%,50.1µM*,2.1
Cc1cccc(NC(=S)/N=C(\N)Nc2nc(C)c3ccc(C)cc3n2)c1,-2.6%,10.6%,-11.0,-5.9%,x,-0.2%,-4.2%,u,x
O=C(Cc1ccccc1)NNS(=O)(=O)c1ccc(F)cc1,-2.7%,-0.5%,-1.1,2.0%,-4.9,16.7%,-4.2%,2.9%,0.2
Cc1cccc(C)c1NC(=O)CN(C)CCc1ccccc1,x,x,-3.5,-4.2%,x,x,-5.0%,-5.8%,x
CN1C(=O)CSc2ccc(NC(=O)NCc3ccccc3)cc21,-4.2%,19.3%,-2.3,-5.5%,30.2*,-0.2%,0.3%,-4.9%,-1.3
CC(=O)Nc1ccc2c(c1)CCc1ccccc1-2,1.5%,-6.2%,-2.0,-6.4%,10.3,-14.4%,6.9%,18.7%,-0.3
O=C(NCc1cccnc1)C(=O)C1C(=O)Nc2ccccc21 (stereo not drawn),-4.0%,10.3%,2.4,4.1%,-2.1,10.6%,0.3%,u,-2.4
COc1ccc(CCNS(=O)(=O)c2ccc(C(=O)NCc3ccco3)cc2)cc1OC,-10.5%,19.4%,-3.6,-2.7%,-25.3,x,0.0%,21.1%,0.4
CCOC(=O)C1CCN(C(=O)C(C)Sc2nnc3ccccn23)CC1 (stereo not drawn),-1.8%,-11.9%,0.6,-1.4%,x,14.5%,-0.8%,-18.2%,x
Nc1nnc(SCC(=O)Nc2cc(S(=O)(=O)N3CCOCC3)ccc2Cl)s1,5.2%,-2.9%,-7.0,-5.9%,-0.7,-7.7%,1.5%,2.3%,0.9
CS(=O)(=O)N(CC(=O)NCC1CCCO1)c1cc(Cl)cc(Cl)c1 (stereo not drawn),6.1%,13.0%,-15.8,1.6%,6.4,x,-3.3%,-10.6%[57.4 µM],-1.8
C=C(C)COc1ccc(-c2[nH]ncc2-c2ccccc2OC)c(O)c1,-11.2%,-10.8%,3.6,-17.1%,-20.1,-11.7%,-15.9%,-21.2%,-0.7
O=[N+]([O-])c1ccccc1CNCCCCCO,6.3%,-18.0%,3.1,2.9%,3.6,1.8%,-1.8%,-3.4%,0.4
O=C(NCc1ccccc1)C1CCN(S(=O)(=O)N2CCOCC2)CC1,8.0%,-9.9%,-0.2,-0.3%,-4.8,1.5%,-3.3%,1.6%,1.1
O=C(Nc1ccc(S(=O)(=O)N2CCc3ccccc3C2)cc1)c1ccccc1,-6.0%,-15.8%,-2.5,-0.4%,-7.3,2.2%,-4.5%,3.3%,-0.6
O=C(CCOc1ccccc1)Nc1ccc(S(=O)(=O)N2CCCC2)cc1,1.6%,8.6%,-2.1,-16.0%,11.0,-2.0%,-2.8%,0.0%,0.0
CCOc1ccc(C(=O)NCC(=O)Nc2ccc(N3CCOCC3)cc2)cc1OCC,6.5%,-23.8%,-7.0,2.3%,28.4,-6.1%,1.9%,3.4%,-0.3
Cc1ccc(S(=O)(=O)c2cn(Cc3ccc(F)cc3)c3cc(F)c(F)cc3c2=O)cc1,-0.1%,9.4%,2.5,-1.2%,x,-2.3%,-3.4%,-58.1%,-0.5
Cc1ccn2c(Nc3ccccc3C)c(-c3ccncc3)nc2c1,2.3%&-20.9%,15.3%&8.6%,-2.1&-6.3,-8.0%&2.2%,x,1.0%&23.9%,0.1%&2.5%,-25.8%&7.9%,x
O=C(Nc1ccn(CC(=O)N2CCN(c3ccccn3)CC2)c(=O)n1)OCc1ccccc1,6.5%,14.4%,2.5,0.0%,-2.8,16.2%,-4.4%,0.7%,0.1
Cc1ccccc1N(CC(=O)NCCc1ccccc1)C(=O)CCC(=O)Nc1ccccn1,-3.1%,15.8%,-7.1,1.5%,-15.4,11.3%,-1.4%,0.3%,-2.5

# Pulled by structure from above (two):
SMILES,Vif-APOBEC3F blk,RGS4 inh,LDHA block,Vif-APOBEC3G blk,D2 antag,ERG-DNA inh,GRP78 ERSR act,ALOX12 inh,D2 agonist
Cc1ccc(S(=O)(=O)c2cn(Cc3ccc(F)cc3)c3cc(F)c(F)cc3c2=O)cc1,-0.1%,9.4%,2.5,-1.2%,x,-2.3%,-3.4%,-58.1%,-0.5
O=C(NCc1cccnc1)C(=O)C1C(=O)Nc2ccccc21 (stereo not drawn),-4.0%,10.3%,2.4,4.1%,-2.1,10.6%,0.3%,u,-2.4
